TTR transcr act: activators of transthyretin transcription; activation, % at 16.7 µM; actives 1.3% (n = 92,000); SH-SY5Y TTR promoter Gaussia luciferase, luminescence; 100% = recombinant luciferase protein wells;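 active = activation above the mean of all tested compounds plus 3 SD, cut at about 9.5% in these data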;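 note: cells exposed to compounds for one day before reading; 0% = median of all test compound wells on the plate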
Numbers without * were called inactive. This is a subset, so the mix of outcomes need not match the whole.

SMILES | TTR transcr act
Cc1c(OCC(=O)N2CCC(C(N)=O)CC2)ccc2c1oc(=O)c1ccccc12 | -2.0
CC(OC(=O)c1ccccc1C(=O)N(C)C1CCCCC1)C(=O)NC1(C#N)CCCCC1 (stereo not drawn) | -0.8
Nn1c(Cc2ccccc2)nnc1Cc1ccccc1 | -1.7
Cc1cccc2sc(N(CCN(C)C)C(=O)/C=C/c3cccs3)nc12 | 0.2
Cc1cc(C)c(CN2CCN(C(=O)Cn3ccc(N)nc3=O)CC2)c(C)c1 | 4.0
COc1ccccc1NS(=O)(=O)c1cc(NC(=O)CCC2CCCC2)ccc1N1CCOCC1 | 1.2
O=S(=O)(Nc1ccc2cn[nH]c2c1)c1cc(Br)ccc1Br | 1.7
O=C(NC(c1ccc(Cl)cc1)c1cnccn1)C1CCN(Cc2ccccc2)CC1 (stereo not drawn) | 2.3
CCC(c1nnnn1Cc1ccc2c(c1)OCO2)N1CCN(c2ccccc2)CC1 (stereo not drawn) | -2.3
COc1cccc(NC(=O)Nc2nnc(Cc3ccccc3F)s2)c1 | 0.0
O=S(=O)(c1ccccc1)N1CCCC1c1nc2ccccc2s1 (stereo not drawn) | -2.4
Cc1ccc(C(=O)C2CCN(S(=O)(=O)c3c(C)noc3C)CC2)cc1 | -1.8
O=C(COC(=O)Cc1ccccc1[N+](=O)[O-])NCc1ccc(F)cc1 | 1.3
COc1ccc(S(=O)(=O)N2CCCN(CC(=O)Nc3ccc(OC)c(Cl)c3)CC2)cc1 | -2.1
COc1cc(C)nc(N2CCCC(C(=O)Nc3ccccc3Br)C2)n1 (stereo not drawn) | 1.8
COC(=O)c1ccc(Cn2cc(Cl)cn2)cc1 | -0.5
O=C(Nc1ccc(F)c([N+](=O)[O-])c1)c1ccc2c(c1)OCCO2 | -1.0
Cn1c(SCC(=O)c2ccc(F)cc2)nc2cccnc21 | 0.2
CCN1C[C@@H]2[C@@H]3C(=O)N(Cc4ccccc4)C(=O)[C@@H]3[C@](Cc3ccccc3)(C1=O)N2C(=O)c1ccccc1 | -1.6
CCCC(C)C(=O)Nc1ccc(Cl)cc1Cl (stereo not drawn) | 1.4
O=C1CSC(c2cccnc2)N1Cc1ccc(Cl)cc1Cl (stereo not drawn) | -0.1
Cc1cccc(CNc2ccc(C(CC(N)=O)NC(=O)c3ccccc3)cc2[N+](=O)[O-])c1 (stereo not drawn) | -0.7
CC1(C)Cc2cccc(OCC(O)CN3CCN(c4ccccn4)CC3)c2O1 (stereo not drawn) | 9.3
CCCn1cc(SCC(=O)NCc2ccco2)c2ccccc21 | -0.2
CN(C)/C=C1/C(=O)Nc2ccccc21 | 1.1
O=C(NCC(O)c1ccc([N+](=O)[O-])cc1)c1cccc(S(=O)(=O)N2CCCC2)c1 (stereo not drawn) | 0.2
O=C(Cn1c(=O)oc2ccccc21)c1ccccc1 | -0.6
C=CCn1c(NCCc2ccccc2)nc2c1c(=O)n(C)c(=O)n2C | -7.9
COc1cc(/C=N/NC(=O)c2ccccc2Cl)ccc1Oc1ccc([N+](=O)[O-])cn1 | -1.7
CCOc1ccc2nc(SCC(=O)N3c4ccccc4Sc4ccccc43)c(C#N)cc2c1 | 0.4

SMILES | TTR transcr act
O=C(O)CC1C(=O)OCN1C(=O)OCc1ccccc1 (stereo not drawn) | 1.1
CN(C)CCNC(=O)c1coc(=O)c(Br)c1 | 0.8
CN1CCN(C(=O)CCCOc2cc(=O)n(C)c3ccccc23)CC1 | 0.8
Cn1c(=O)oc2cc(S(=O)(=O)N3CCC(C(=O)NCc4cccs4)CC3)ccc21 | -1.9
O=C(c1ccco1)n1nc(-c2ccccc2)nc1SCc1ccccc1 | -0.5
CCOc1cc(CN2CCCC(N3CCc4ccccc4C3)C2)ccc1O (stereo not drawn) | -1.7
CCOc1cc(C#N)ccc1OCC(=O)N1CCc2ccccc2C1 | 0.0
Cc1ccc(S(=O)(=O)N2C[C@H]3C(=O)C[C@@H](c4ccccc4)N(S(=O)(=O)c4ccc(C)cc4)[C@H]3C[C@H]2c2cccc(Cl)c2)cc1 | -1.9
Cc1cccc(N(Cc2cc(=O)[nH]c3ccccc23)C(=O)CCl)c1 | -0.8
CN(C)NC(=O)c1ccsc1NC(=O)c1ccc(S(=O)(=O)N2CCCC2)cc1 | -0.6
N#CC1=C(S)N(c2ccccc2)C(c2ccco2)NC1=O (stereo not drawn) | -1.5
O=C(NCc1ccncc1)C(=O)NCC(c1ccccc1)c1ccccc1 | 2.2
COc1ccc(S(=O)(=O)N2CCCC2)c2ccccc12 | 0.6
CCc1ccc(NC2=NCC(c3ccccc3)S2)cc1 (stereo not drawn) | -3.0
COC(=O)c1cc2cc(Cl)ccc2nc1SC | 0.5
CCOC(=O)N1CCC(N(CCN(C)C)C(=S)Nc2cccc(C)c2)CC1 | 1.4
CSC1=N/C(=C/c2cccnc2)C(=O)N1Cc1ccccc1 | -2.4
COc1ccccc1N1CCN(C(=O)c2sc3ncn(CC(=O)N4CCC(C)CC4)c(=O)c3c2C)CC1 | 3.4
CC(C(=O)OCC(=O)Nc1cccc(S(=O)(=O)N(C)C)c1)N1C(=O)c2ccccc2C1=O (stereo not drawn) | 0.7
Cc1ccccc1N1CC(C(=O)Nc2nnc(SCCN3CCOCC3)s2)CC1=O (stereo not drawn) | -0.1
C/C(=N\Nc1cccc(Cl)c1)c1ccncc1 | 2.2
CCN(C(=O)COC(=O)/C(=C/c1ccccc1)NC(C)=O)c1c(N)n(Cc2ccccc2)c(=O)[nH]c1=O | -1.2
O=C1CC(=O)Nc2cc(S(=O)(=O)N3CCN(c4cccc(C(F)(F)F)c4)CC3)ccc2N1 | -0.7
O=S(=O)(c1ccccc1)N1CCc2ccccc2C1 | -0.5
N/C(=N\N=C\c1ccc(Br)o1)c1nonc1N | 0.0
CS(=O)(=O)N(CC(=O)NC1CCCCC1)c1cccc(F)c1 | 1.1
Cc1noc(C)c1S(=O)(=O)N(C)C[C@H]1Oc2ccc(NC(=O)NC3CCCCC3)cc2C(=O)N([C@H](C)CO)C[C@@H]1C | -2.6
C[C@@H]1Cc2cc(O)cc(O)c2C(=O)O1 | -0.2
O=C(Nc1ccc(O)c2c(=O)cc(-c3ccccc3Cl)oc12)c1ccccc1Cl | -1.5
CCOC(=O)C1CCN(C(=O)Cc2cccc3ccccc23)CC1 | 1.2

SMILES | TTR transcr act
CCN1C(=O)c2cccc3c(NC(=O)c4ccc(OC)c(OC)c4)ccc1c23 | -0.3
Cc1cc(Cl)cc(Cl)c1OCCCCN(C)C | 0.0
NC(=S)Nc1ccc(C(F)(F)F)cc1Cl | -1.5
O=C(CCNC(=O)c1ccc([N+](=O)[O-])cc1)NNC(=O)c1ccncc1 | 0.5
Cc1cccc(C)c1NC(=O)CN(C)C(=O)CCC(=O)N1CCOCC1 | -2.0
COc1ccc(-c2cc(C(F)(F)F)n3nc(C(=O)O)nc3n2)cc1 | -0.9
CC(C)(C)c1cc(C(=S)N2CCN(CCO)CC2)cc(C(C)(C)C)c1O | -1.4
CN(CCO)c1nc(NCc2ccccc2)c2cnn(C)c2n1 | -0.7
Nc1ncnc2nc(SCC(=O)N3CCN(c4ccccc4)CC3)[nH]c12 | -0.8
CCCCOc1ccc(-c2cn3ccccc3n2)cc1[N+](=O)[O-] | -0.9
COc1ccc(C2(c3ccc(OC)cc3)NC(=O)N(CC(=O)NC3(C#N)CCCC3)C2=O)cc1 | 0.9
CCc1cccc(C)c1NC(=O)CN(C)C1=NS(=O)(=O)c2ccccc21 | -1.3
CN(Cc1cccnc1)Cc1cn(C)nc1-c1ccc(Oc2ccccc2)cc1 | -1.3
Cc1cccc(C(C#N)c2nc3ccccc3nc2C(F)(F)F)c1 (stereo not drawn) | 2.4
CC(=O)NNc1nc(-c2ccccc2)c2cc(Cl)ccc2n1 | 0.4
Cc1c(C=NNc2ccccc2)[nH]c(=O)[nH]c1=O | 2.5
Cc1cccc(NC(=O)C(=O)NNC(=O)c2ccc(C(C)(C)C)cc2)c1 | 0.9
Nc1ccccc1C=C1Cc2ccccc2C1=O | 0.0
C/C(=N\OC(=O)c1ccc(Cl)c(Cl)c1)c1sc(C)nc1C | 2.2
CCCCNc1c(-c2cccnc2)nc2nc(C)cc(C)n12 | -1.2
COc1cc(/C=N/n2nnnc2N)cc(Cl)c1OC | -0.9
Cc1ccccc1NC(=S)N(CCCN1CCCCC1)Cc1ccco1 | 0.7
CC(C)NCC(O)Cn1c2c(c3ccccc31)CCc1c-2cnn1-c1ccccc1 (stereo not drawn) | -6.3
COc1ccccc1-n1cnnc1SCC(=O)c1cc(C)n(Cc2cccs2)c1C | -2.5
CC(C)CC(=O)NC(=S)Nc1nc(-c2ccc(Cl)cc2)cs1 | -0.8
O=C(CSCCc1ccccn1)Nc1cccnc1Cl | 0.6
Oc1cc(NCc2ccc(Cl)cc2)cc2cccnc12 | -0.7
COc1cccc(CC(=O)NC2CCCN(Cc3ccccc3F)C2)c1 (stereo not drawn) | -0.7
CC1Cc2ccccc2N1C(=O)Cn1nc(C(=O)O)c2ccccc2c1=O (stereo not drawn) | -0.9
Cc1ccc(S(=O)(=O)NNC(=O)C2CCN(S(=O)(=O)c3ccc(C)cc3)CC2)cc1 | -0.9

SMILES | TTR transcr act
O=C(NO)c1ccccc1C(F)(F)F | -0.2
Cc1ccccc1OCc1n[nH]c(=S)n1Cc1ccccc1 | 0.6
Nc1[nH]c(C(=O)c2ccc(Br)cc2)c(-c2ccc(Br)cc2)c1C(=O)NCCc1c[nH]c2ccccc12 | -0.2
N#Cc1c(/N=C/c2cccs2)sc2c1CCC2 | 0.8
CCn1c(SCc2ccccc2Cl)nc2ccccc21 | 1.7
CC(C)Cn1cnc2c(c(-c3ccccc3)c(-c3ccccc3)n2Cc2ccco2)c1=N | -3.0
COC(=O)[C@@]1(Cc2ccccc2)[C@H]2C(=O)N(C)C(=O)[C@H]2[C@H]2CN=C(SCc3ccc(C#N)cc3)N21 | 4.6
O=C1NC(c2ccc3c(c2)OCO3)Nc2ccccc21 (stereo not drawn) | -2.7
O=C(NCCCNC(=O)c1cnccn1)c1ccc(Cl)c(Cl)c1 | 3.3
O=C(CN1CCN(c2ncccn2)CC1)N1CCc2ccccc21 | -0.3

SMILES | TTR transcr act
O=C(Nc1ccc([N+](=O)[O-])cc1)c1cccc(S(=O)(=O)Nc2ccccn2)c1 | 0.4
COc1ccc(S(=O)(=O)N2CCCCCC2)cc1NC(=O)CCCOc1ccccc1 | -0.4
Cc1noc(C)c1C(=O)Nc1nc(C23CC4CC(CC(C4)C2)C3)cs1 | 2.4
CC[n+]1c(C)sc2c(C)cc(C)cc21 | 26.2*
Cc1cccc(C)c1NC(=O)C(c1ccc(-c2ccccc2)cc1)n1c(=O)c(-c2ccco2)nc2ccccc21 (stereo not drawn) | -1.4
Cc1ccc2[nH]cc(CCNC(=O)c3cccnc3)c2c1 | 1.0
CCOC(=O)c1c(C)n(CCO)c2ccc(O)cc12 | 1.6
CCn1c(SCC(=O)NCC2CCCO2)nc2c(c1=O)SC(C)C2 (stereo not drawn) | -0.8
CC1(C(=O)NC2CCCCCC2)CCC(=O)N1Cc1ccc2c(c1)OCO2 (stereo not drawn) | 0.4
Cc1ccc(NC(=O)c2sc3nc(N)c(C#N)cc3c2N)cc1 | 0.3

SMILES | TTR transcr act
Cc1ccc(-n2nnnc2SCC(=O)c2c(N)n(CC(C)C)c(=O)n(C)c2=O)cc1 | 2.6
CSc1nc2c(c(=O)[nH]c(=O)n2C)n1Cc1ccccc1 | -2.0
COc1ccc(NS(=O)(=O)c2cc(NC(=O)CC(C)(C)C)ccc2N2CCCC2)cc1 | 0.6
CCC(=O)Nc1cc(C)c(NC(=O)CCc2ccccc2)cn1 | -0.6
Cc1ccc(NC(=S)NNc2ncc(C(F)(F)F)cc2Cl)c(C)c1 | -1.5
CCC[C@H]1CN(c2ccccc2)C(=O)[C@@H]1CC(=O)NC | 0.8
O=C(N/N=C/c1ccncc1)c1ccncc1 | -0.8
Cc1nn(-c2ccccc2)c(C)c1/C=N/NC(=O)c1ccc(F)cc1 | -0.6
O=C(CSCc1nc2ccccc2[nH]1)N1CCN(c2cccc(Cl)c2)CC1 | 1.1
FC(F)(F)c1cccc(NC(=S)Nc2cccc(NC(=S)Nc3cccc(C(F)(F)F)c3)n2)c1 | 2.1

SMILES | TTR transcr act
CCC1(C)Cc2c(sc3nnn(CC(=O)Nc4ccccc4C)c(=O)c23)CO1 (stereo not drawn) | -0.2
Cc1ccc(S(=O)(=O)N2CCN(S(=O)(=O)N(C)C)CC2)cc1 | -1.3
Cc1cc(CNC(=O)C2CCC(=O)N(CCc3cccc(F)c3)C2)nn1C (stereo not drawn) | -0.4
O=C(NN1CCOCC1)c1ccc(Cl)cc1Cl | -0.6
Cc1nc(COc2cccc(Cl)c2)sc1C(=O)/C=C/N(C)C | -0.1
Cc1ccc(-n2ncc3c2CCCC3NC(=O)c2ccoc2)cc1C (stereo not drawn) | 0.8
COc1ccc(OC)c(S(=O)(=O)Nc2ccc(OCC(=O)O)cc2)c1 | 4.9
CCOC(=O)C(CCCCC(NC(C)=O)(C(=O)OCC)C(=O)OCC)(NC(C)=O)C(=O)OCC | 3.0

From PubChem BioAssay
